# High-throughput results from PubChem BioAssay.
# SENP8 block = SENP8 (human) protease inhibition | Q96LD8 | recombinant SENP8, Nedd8 substrate fluorescence | inhibition, % at 20 µM | actives 0.64% (n = 360,000); in the data active = inhibition mostly above about 40%, no sharp cut-off; inactive = mostly below about 27%
# Target sequence (Q96LD8 whole entry, looked up): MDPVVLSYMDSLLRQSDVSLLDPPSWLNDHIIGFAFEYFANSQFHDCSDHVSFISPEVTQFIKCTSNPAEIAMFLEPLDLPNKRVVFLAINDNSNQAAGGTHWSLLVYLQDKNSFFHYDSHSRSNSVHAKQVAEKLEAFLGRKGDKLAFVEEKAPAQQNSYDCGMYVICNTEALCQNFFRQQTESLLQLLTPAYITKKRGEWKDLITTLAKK
# HKDC1 inh = inhibitors of human hexokinase HKDC1 | inhibition, % at 20 µM | recombinant HKDC1, G6PDH/diaphorase resazurin coupled fluorescence | actives 0.16% (n = 340,000) | AID 493160 | Q2TB90;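 active = inhibition above about 35% when tested at 20 µM, limit read from the data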;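 note: plate controls were DMSO wells with enzyme for no effect and DMSO wells lacking enzyme for full effect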
#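 Assay system: in-house recombinant HK5 (HKDC1) enzyme. Input: HKDC1 at 5 µg/mL. Medium: Tris pH 8.0 buffer with MgCl2, Tween-20, BSA, BME. Dosing: single 20 µM dose. Schedule: 90 min reaction incubation at room temperature, dark. Signal: resazurin-to-resorufin fluorescence via G6PDH and diaphorase coupling, 525/613 nm. Controls: DMSO-enzyme wells negative, buffer-substituted wells positive.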
# MPTP inh = permeability transition pore inhibition. isolated mouse mitochondria, Ca2+ swelling absorbance, 30 min. actives 1.4% (n = 360,000). inhibition, % at 10 µM;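 active = inhibition of 50% or more, scaled per plate between neutral and stimulator controls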;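 note: 0% = DMSO wells given calcium and 100% = 1 mM EGTA wells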
# PfG6PD inh = PfG6PD (Plasmodium falciparum) enzyme inhibition | actives 0.78% (n = 350,000) | inhibition, % at 20 µM | AID 504690 | PfGluPho enzyme, NADPH resazurin-diaphorase fluorescence;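 active = inhibition reaching at least a set limit at 20 µM in the primary screen, cut at about 59% in these data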;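 note: 0% = DMSO wells with substrate and 100% = DMSO wells lacking glucose-6-phosphate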
# SENP6 block = SENP6 protease inhibition; Q9GZR1; Recombinant SENP6 catalytic domain, aminoluciferin luminescence; actives 1.8% (n = 330,000); AID 2599; inhibition, % at 10 µM;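 active = inhibition above about 50% at the single tested dose, limit read from the data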;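 note: plate controls were DMSO wells with enzyme for no effect and DMSO wells lacking enzyme for full effect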
# Target sequence (Q9GZR1 628-1112 limits assumed): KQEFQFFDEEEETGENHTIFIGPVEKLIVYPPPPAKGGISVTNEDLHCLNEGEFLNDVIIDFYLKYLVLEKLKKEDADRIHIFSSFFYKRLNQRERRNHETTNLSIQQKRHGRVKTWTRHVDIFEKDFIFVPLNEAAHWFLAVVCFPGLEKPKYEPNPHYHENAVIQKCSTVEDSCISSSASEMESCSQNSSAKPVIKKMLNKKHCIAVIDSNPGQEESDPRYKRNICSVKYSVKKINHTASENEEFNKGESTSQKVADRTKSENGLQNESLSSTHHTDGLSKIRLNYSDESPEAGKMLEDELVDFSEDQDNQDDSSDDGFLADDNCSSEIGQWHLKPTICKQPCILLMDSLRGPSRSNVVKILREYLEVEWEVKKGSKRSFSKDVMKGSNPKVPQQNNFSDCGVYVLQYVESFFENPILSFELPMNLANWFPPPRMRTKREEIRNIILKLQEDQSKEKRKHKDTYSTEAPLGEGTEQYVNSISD
# SENP7 block = inhibitors of human SENP7 protease. inhibition, % at 5 µM. AID 434973. actives 1.5% (n = 330,000). recombinant SENP7, Z-RLRGG-aminoluciferin luminescence, 40 min. Q9BQF6;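 active = inhibition above about 50% at the single test dose, limit read from the data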;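 note: plate controls were DMSO with enzyme for no effect and no enzyme buffer wells for full effect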
# Target sequence (Q9BQF6 706-1050 limits assumed): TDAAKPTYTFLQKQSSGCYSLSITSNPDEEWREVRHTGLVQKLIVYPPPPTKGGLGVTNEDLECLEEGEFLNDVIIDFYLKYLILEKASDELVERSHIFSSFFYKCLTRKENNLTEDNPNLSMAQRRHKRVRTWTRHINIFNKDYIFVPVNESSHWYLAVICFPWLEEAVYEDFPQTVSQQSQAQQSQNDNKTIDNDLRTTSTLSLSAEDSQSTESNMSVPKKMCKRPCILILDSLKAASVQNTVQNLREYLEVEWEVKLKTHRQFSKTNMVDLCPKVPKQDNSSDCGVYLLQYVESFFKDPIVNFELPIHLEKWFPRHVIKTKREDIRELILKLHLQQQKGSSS
# GRIN3A LBD mod = modulators (binders) of human NR3A ligand-binding domain; NR3A LBD differential scanning fluorimetry, Tm shift; 0% = protein alone, 100% = glycine-bound protein; AID 1259313; Tm shift relative to glycine control, % at 25 µM; actives 2.5% (n = 340,000);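 active = melting temperature shift of at least 10% of the positive control shift, at one fixed dose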
# ATG4B inh = ATG4B (human) cysteine protease inhibition; Q9Y4P1; ATG4B cleavage of LC3-PLA2, NBD-HPC fluorescence, 1 h; inhibition, % at 8.33 µM; actives 0.51% (n = 340,000); in the data active = inhibition above about 40%
# Numbers without * were called inactive; i = inactive; / = no result given.
SMILES,SENP8 block,HKDC1 inh,MPTP inh,PfG6PD inh,SENP6 block,SENP7 block,GRIN3A LBD mod,ATG4B inh
CCn1c(Cc2c(C)[nH]c3ccccc23)nnc1SCC(=O)NCc1ccco1,-4,7,4.7,-12,-9,-5,0,8
O=C(NCc1cccs1)c1nc2c(nnn2Cc2ccccc2Cl)c(=O)[nH]1,-7,5,-2.0,0,/,/,-1,9
O=C(CCC(=O)N1CCCC1)Nc1nnc(C(F)(F)F)s1,-3,-7,1.0,19,-25,-7,-27,3
Cc1cccc(Nc2nnc(SCc3cn4ccsc4n3)s2)c1,17,-1,76*,13,56*,61*,-4,9
O=C(c1ccc(F)cc1)N1CCCCC(Sc2nnc3ccccn23)C1=O (stereo unspecified),1,-5,-0.9,6,-2,-2,1,3
O=C(Nc1ccc2c(c1)OCCO2)C1CCN(C(=O)c2ccc(F)cc2)CC1,25,-4,0.4,-8,-21,-4,0,-3
CCOc1ccc(NC(=O)CSc2ncc(-c3ccc(F)cc3)n2Cc2ccco2)cc1,19,-3,8.4,22,-22,-8,-3,4
CSC1=NC(C)(C)C=C(/C=C/c2ccc(Cl)cc2Cl)N1,-11,-5,-0.4,3,3,12,-5,-6
COc1ccccc1-c1cc(C(=O)N/N=C/c2ccc(C)s2)c2ccccc2n1,-7,-7,2.3,18,-10,-3,-6,-17
Cc1c2c(=O)n(-c3nc4ccccc4s3)nc-2cc(O)n1Cc1ccccc1,-37,3,0.0,-4,/,/,1,2
CCOc1ccc(NC(=O)C(=O)NCCCn2ccnc2)cc1,5,9,-1.4,-13,-55,-9,0,4
CCOc1ccccc1-n1c(SCC(=O)NCc2ccco2)nnc1-c1ccncc1,14,-1,-7.0,-3,-4,-2,1,0
O=C(N/N=C/c1cccc([N+](=O)[O-])c1)c1ccccc1-n1cccc1,4,-10,1.4,63*,-6,2,-2,12
COC(=O)c1ccccc1NC(=O)C1(S(=O)(=O)c2ccc(Cl)cc2)CC1,3,10,-0.5,13,17,1,1,-5
CCN(C(=O)COC(=O)CNC(=O)c1ccc(Cl)cc1Cl)c1c(N)n(Cc2ccccc2)c(=O)[nH]c1=O,7,-6,-1.6,-9,-15,-5,0,-3
Cc1ccc(NC(=S)NC(NC(=O)c2ccccc2)C(Cl)(Cl)Cl)c(C)c1 (stereo unspecified),15,-13,73*,8,-11,-6,15*,22
COc1ccc(Cn2nc(C)n(N(C)c3ncc(C(F)(F)F)cc3Cl)c2=O)cc1,-12,-1,0.9,1,-6,1,1,-13
C=CCO/N=C(/C)c1c(O)c(CC)c(-c2ccccc2)n(-c2ccccc2)c1=O,-42,-1,-0.5,16,-16,3,0,-9
Cc1ccc(C=Nc2ccccc2C(N)=O)s1,-396,9,0.4,-1,19,16,3,-5
COC(=O)CN1C(=O)[C@H]2[C@@H](C3CC3)N3C(=O)CN(Cc4ccccn4)C(=O)[C@@]3(Cc3ccccc3)[C@H]2C1=O,7,-6,0.0,-6,-11,-6,1,4
COc1cc(C2/C(=C(\O)c3ccc4c(c3)CC(C)O4)C(=O)C(=O)N2c2nnc(C)s2)cc(OC)c1OC (stereo unspecified),-12,4,-2.0,-3,-10,0,0,-10
O=C(CSc1cccc[n+]1[O-])c1ccc(Cl)s1,5,-4,-0.2,-2,21,7,0,5
COc1ccccc1N1CCN(C(=O)Cn2nnc(-c3ccncc3)n2)CC1,7,1,-0.6,-10,9,43,-3,-9
CCCCC(=O)Nc1ccc2c(c1)nc1n2CCSC1,-43,1,-0.7,7,1,3,-3,-6
CCOC(=O)CN(C(=O)CN1CCOCC1)c1ccc(Br)cc1,-3,-4,-0.9,-11,6,5,1,-3

# A draw from above in order of molar mass, ascending:
SMILES,SENP8 block,HKDC1 inh,MPTP inh,PfG6PD inh,SENP6 block,SENP7 block,GRIN3A LBD mod,ATG4B inh
CCCCC(=O)Nc1ccc2c(c1)nc1n2CCSC1,-43,1,-0.7,7,1,3,-3,-6
COC(=O)c1ccccc1NC(=O)C1(S(=O)(=O)c2ccc(Cl)cc2)CC1,3,10,-0.5,13,17,1,1,-5
O=C(NCc1cccs1)c1nc2c(nnn2Cc2ccccc2Cl)c(=O)[nH]1,-7,5,-2.0,0,/,/,-1,9

# Back to the main list with the 3 entries that preceded the break.
SMILES,SENP8 block,HKDC1 inh,MPTP inh,PfG6PD inh,SENP6 block,SENP7 block,GRIN3A LBD mod,ATG4B inh
COc1ccccc1N1CCN(C(=O)Cn2nnc(-c3ccncc3)n2)CC1,7,1,-0.6,-10,9,43,-3,-9
CCCCC(=O)Nc1ccc2c(c1)nc1n2CCSC1,-43,1,-0.7,7,1,3,-3,-6
CCOC(=O)CN(C(=O)CN1CCOCC1)c1ccc(Br)cc1,-3,-4,-0.9,-11,6,5,1,-3
COc1cc(NC(=O)C2=CC(c3ccc(C)cc3)=NS(=O)(=O)N2C)cc(OC)c1OC,15,6,-0.3,20,0,13,-12,0
CC1=C(C(=O)OCc2ccccc2)C(c2ccccc2)NC(=O)N1 (stereo unspecified),19,-2,11,11,11,0,-4,-5
COc1cccc2c1cc1c(=O)n(CC(=O)N3CCCC3)nc(C)n12,-496,1,-1.0,0,/,/,-1,7
CCOC(=O)Nc1ccc2c(COC(=O)C(NS(=O)(=O)c3ccc(Cl)cc3)C(C)O)cc(=O)oc2c1 (stereo unspecified),i,3,0.3,8,-2,-3,-6,1
CCOC(=O)C(C#N)=C1CCN(Cc2ccccc2)CC1,14,-3,-0.7,4,-25,-7,0,3
N#C/C(=C\c1ccccc1C(F)(F)F)C(=O)Nc1ccccc1,15,5,3.2,12,-1,9,0,2
COc1ccc(S(=O)(=O)N2CCCOC2CNC(=O)C(=O)NCCCn2ccnc2)cc1 (stereo unspecified),1,1,-0.9,8,1,5,1,-10
Cc1nc(Nc2ccccc2Cl)sc1C(=O)Nc1ccccc1,-8,-21,2.5,15,-12,6,9,15
COc1ccccc1CNC(=O)COc1ccc2c(c1)CCC2,21,1,1.9,-5,-7,-3,-1,6
CC(=O)Nc1ccc(C(=O)COC(=O)c2c(C)noc2C)c(F)c1,6,1,-1.6,-14,-4,-5,-1,5
C=CCOC(=O)C(C#N)c1nc2ccccc2nc1N1CCN(c2ccccc2OCC)CC1 (stereo unspecified),13,-8,0.6,11,-8,-3,2,-3
Cc1cc(C)c(NC(=O)CN(C2CCCCC2)C2CCCCC2)c(C)c1,0,11,1.8,-14,-43,-9,1,3
Cc1ccc(S(=O)(=O)NC(=O)Nc2ccc(Cl)cn2)cc1,16,-7,-1.2,-15,-28,6,1,0
CN1CCC(=NNC(=O)C(=O)NC2CCCCC2)CC1,7,5,-0.5,-12,-16,5,-1,-18
O=C1c2ccccc2NC(c2ccc(-c3ccc(Br)cc3)o2)N1O (stereo unspecified),-285,-13,1.1,-37,12,4,6,13
NC(=O)NC(=O)CC1S/C(=N/N=C/c2ccccc2)NC1=O (stereo unspecified),7,-1,-0.7,-14,23,0,0,0
Cc1cc(C(=O)Nc2c(C)n(C)n(-c3ccccc3)c2=O)cs1,-48,-9,-2.0,14,-1,-1,-1,-4
COc1ccccc1C(=O)Nc1ccccc1C(=O)NCc1ccco1,9,0,0.3,-6,-3,0,1,0
CCCC(=O)N1CCN(c2nnc(-c3ccc(C)cc3)c3ccccc23)CC1,11,0,1.7,0,-4,3,-1,1
COC(=O)C(C)Sc1nc(N)c(NC(=O)c2ccco2)c(=O)[nH]1 (stereo unspecified),16,-10,-0.1,10,-4,-5,2,1
O=C(CC(=O)c1ccccc1)Nc1ccccc1,-2,-2,2.8,-8,-1,18,-5,-7
COc1ccccc1N(CC(=O)NCC(C)C)S(=O)(=O)c1cccs1,8,-7,2.1,-8,-12,5,0,-2
COC(=O)N/N=C(C)\C=C\c1ccco1,16,-6,0.6,15,1,6,0,2
CCOC(=O)N1CCN(C(=O)CN(Cc2ccc(Cl)cc2)S(=O)(=O)c2ccccc2)CC1,11,-2,6.8,-1,-11,10,-3,-8
COc1ccc(-c2cc(-c3ccc(OC)c(OC)c3)n[nH]2)c(O)c1,16,-7,8.4,22,94*,96*,0,3

# The list continues:
SMILES,SENP8 block,HKDC1 inh,MPTP inh,PfG6PD inh,SENP6 block,SENP7 block,GRIN3A LBD mod,ATG4B inh
COC(=O)c1sc(NC(=O)CSc2nnc(C(C)C)n2C)nc1C,9,4,-1.2,-15,-7,-2,-1,4
COc1cc(CC(=O)OCC(=O)Nc2ccc(S(=O)(=O)N3CCCC3)cc2)cc(OC)c1OC,16,0,-1.6,-2,-10,6,0,-1
Cc1ccc(-n2c(=O)cc(N3CCC(C)CC3)[nH]c2=O)cc1,0,-6,-2.2,7,-1,-4,0,9
CC(C)Nc1nc(N)c(C(=O)C23CC4CC(CC(C4)C2)C3)s1,17,1,0.3,2,-21,7,-1,0
CCOc1ccccc1NC(=O)CSc1nnc(-c2ccncc2)o1,20,-9,-0.8,15,-18,0,1,-10
O=C(Cc1ccc(Br)cc1)OCC(=O)c1ccc[nH]1,-26,-1,-0.2,43,-2,-2,0,-7
O=S(=O)(c1ccccc1)C1CON(Cc2ccccc2)C1c1ccccc1 (stereo unspecified),11,-9,-1.7,-12,-4,3,0,-3
O=[N+]([O-])c1ccc(-c2cn(-c3ccccc3F)c(=S)[nH]2)cc1,31,-1,0.1,44,-17,-2,1,10
CNC(=S)Nc1cc(C(F)(F)F)ccc1Cl,5,14,0.4,10,-2,-7,8,-4
CCOC(=O)Cn1nnc2c(sc3nc4c(c(-c5ccc(Cl)cc5)c32)CCC4)c1=O,22,-4,-0.5,-8,3,5,0,-4
CCC(C)Cn1c(C(C)O)nc2ccccc21 (stereo unspecified),16,-5,-1.3,-8,9,5,-2,-14
COc1ccc(OC)c(NC(=O)CN(c2ccc(C)cc2)S(=O)(=O)c2c(C)noc2C)c1,10,6,-2.6,18,-15,-1,-11,15
S=c1nc[nH]c2c1ncn2C1CCCO1 (stereo unspecified),15,-6,-0.6,13,-14,-4,/,7
CCC(C)NC(=O)c1ccccc1NC(=O)C(C)N(c1ccccc1)S(C)(=O)=O (stereo unspecified),-2,-1,-0.9,-21,-5,-6,0,-1
CCn1cc(C(=O)NC(=S)Nc2ccccc2[N+](=O)[O-])cn1,13,2,-2.0,8,1,-1,-1,0
Cc1nc(S(=O)(=O)N(C)c2ccccc2)c(C#N)c(C)c1Cl,21,-2,-0.6,-4,-8,3,-1,-4
COc1ccc(NC(C)=O)cc1S(=O)(=O)N1CCc2ccccc21,28,-3,-0.7,6,-1,1,1,2
CC(C)CCN1C(=O)c2ccc(C(=O)OCC(=O)N(CC(C)C)C3CCS(=O)(=O)C3)cc2C1=O (stereo unspecified),11,-1,-1.0,1,-4,-10,-2,-1
O=C(Nc1oc2ccccc2c(=O)c1-c1ccc(Br)cc1)c1ccco1,-13,14,1.2,-13,8,5,-7,4
C=CCCC(=O)N1CCC(CCC(=O)NC2CC2)CC1,14,-2,0.7,-8,-18,-14,0,1
C=CCn1c(SCC(=O)N(CCOC)c2c(N)n(CCCC)c(=O)[nH]c2=O)nnc1-c1ccc(Cl)cc1,9,-2,0.7,-5,-9,16,-1,-8
Nc1nc(SCc2ccccc2Cl)n[nH]1,17,0,0.8,7,-11,1,2,5
CCSc1ccc2cc(OC)ccc2[n+]1CC,-333,-11,-1.2,9,3,-5,-2,-8
Cc1onc(-c2c(Cl)cccc2Cl)c1C(N)=S,3,0,-0.7,-22,1,0,-1,-5
Cc1cccc(NC(=O)CCN2C(=O)c3ccccc3C2=O)c1,10,-2,1.5,4,-40,9,-1,-1
O=CN1CCN(S(=O)(=O)c2ccc(Cl)c(C(=O)O)c2)CC1,9,-3,-0.7,5,15,7,0,-10
COc1c(S(=O)(=O)N2CCN(C)CC2)ccc(Cl)c1Cl,4,-5,0.2,-10,5,-9,-1,1
CCc1ccc(CCN2C(=O)c3ccccc3C2=O)nc1,24,-5,-1.4,-3,-9,7,-2,-1

# Some of these compounds in order of their number in GRIN3A LBD mod, lowest first:
SMILES,GRIN3A LBD mod
CC(C)Nc1nc(N)c(C(=O)C23CC4CC(CC(C4)C2)C3)s1,-1
COc1cc(CC(=O)OCC(=O)Nc2ccc(S(=O)(=O)N3CCCC3)cc2)cc(OC)c1OC,0
O=[N+]([O-])c1ccc(-c2cn(-c3ccccc3F)c(=S)[nH]2)cc1,1
